Source: PubChem BioAssay
cytoskel mod – modifiers of F-actin cytoskeleton organization, primary screen, imaging, HUVEC, phalloidin staining, high-content imaging. HUVEC TNFa F-actin phalloidin imaging. inhibition, % at 2 µM. hit rate 0.18% among 91,000. AID 836, 2007;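 active = inhibition above the batch mean plus 3 SD and confirmed as a hit by visual image inspection, cut at about 30% in these data, passing the limit was not always enough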; note: strong numbers were not always called active
PLK1 inh – human PLK1 kinase inhibitors, primary screen, biochemical, TR-FRET | recombinant PLK1 kinase, TR-FRET peptide phosphorylation | inhibition, % at 10 µM | hit rate 0.53% among 97,000 | AID 619, 2007;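 active = inhibition of 50% or more in the single-concentration screen; inactive = inhibition below 50%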;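 note: 0% = DMSO max control and 100% = H-89 dihydrochloride min control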
Ecoli WT expand – growth inhibitors of wild-type E. coli, primary screen, strain BW25113, expanded library, OD600; OD600 absorbance; growth inhibition, % at 100 µM; hit rate 0.15% among 98,000; AID 710, 2007;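 active = growth inhibition above about 50% at one test dose, limit read from the data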;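 note: growth measured after 20 h incubation at 37 °C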
TNFa cytotox – cytotoxicity in TNFa-stimulated HUVEC, primary screen, cytotoxicity control for VCAM1 expression modulator project, imaging, Hoechst nuclei count; AID 848, 2007; cell count reduction, % at 2 µM; hit rate 0.17% among 93,000; HUVEC TNFalpha-stimulated, Hoechst cell count;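 active = cell count reduction exceeding the screen mean by over 5 SD, scaled to untreated wells per plate, cut at about 78% in these data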;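 note: cells counted after 24 h of TNF alpha exposure following the 1 h pretreatment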
DAT uptake mod – changed hDAT dopamine uptake under cocaine IC80, either direction, primary screen, cocaine antagonist project, cell-based, LLC-PK1 hDAT, [14C]-dopamine uptake, MLSMR; Sodium-dependent dopamine transporter (Homo sapiens), Q01959; LLC-PK1 hDAT cells, [14C]-dopamine uptake with cocaine IC80; actives deviate in either direction; B-score at 10 µM; hit rate 1.3% among 110,000; AID 449768, 2010;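 active = Z score or B-score, a plate-position-corrected score, falls beyond the plate's 99.7% confidence bounds, in either direction; inactive = both scores lie inside the 99.7% bounds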;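 note: scored against the spread of the other compound wells on the same plate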
IL1B cytotox – cytotoxicity in IL-1B stimulated HUVEC, primary screen, cytotoxicity control for IL-1B NFkB translocation project, imaging, Hoechst nuclear count, IL-1B stimulus. HUVEC cell count loss. cell count reduction, % at 2 µM. hit rate 0.41% among 94,000. AID 845, 2007;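 active = cell count reduction more than 3 SD above the screen-wide mean, cut at about 70% in these data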;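 note: normalized per plate to untreated control cells as the no-loss baseline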
sEH inhibitor – soluble epoxide hydrolase inhibitors, primary screen, biochemical, human sEH. Bifunctional epoxide hydrolase 2 (Homo sapiens), P34913. recombinant human sEH enzymatic activity assay. inhibition, % at 2 µM. hit rate 0.34% among 91,000. AID 707, 2007; in the data active = inhibition above about 80%; note: values of inactives mirror those of a sister screen read the other way; many of its hits are not listed in these tables
Target sequence (P34913 whole entry, looked up): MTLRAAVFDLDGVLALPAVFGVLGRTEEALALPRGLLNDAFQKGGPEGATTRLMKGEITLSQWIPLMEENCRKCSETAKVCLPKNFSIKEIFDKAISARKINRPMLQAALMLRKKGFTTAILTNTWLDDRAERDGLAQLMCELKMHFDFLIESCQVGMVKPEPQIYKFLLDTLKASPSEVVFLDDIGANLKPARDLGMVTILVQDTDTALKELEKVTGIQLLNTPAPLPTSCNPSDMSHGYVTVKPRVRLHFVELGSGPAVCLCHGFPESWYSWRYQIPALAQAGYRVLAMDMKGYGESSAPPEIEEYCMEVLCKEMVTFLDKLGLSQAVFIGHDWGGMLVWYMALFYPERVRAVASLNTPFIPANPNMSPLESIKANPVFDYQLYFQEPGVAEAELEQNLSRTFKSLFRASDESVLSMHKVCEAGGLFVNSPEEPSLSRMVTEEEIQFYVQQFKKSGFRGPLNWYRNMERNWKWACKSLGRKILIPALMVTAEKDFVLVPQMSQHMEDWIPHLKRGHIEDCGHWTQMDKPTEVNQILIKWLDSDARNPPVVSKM
PLK1 PBD inh – Plk1 polo box domain binding inhibitors, primary screen, biochemical, fluorescence polarization. Serine/threonine-protein kinase PLK1 (Homo sapiens), P53350. Plk1 PBD phosphopeptide binding. inhibition, %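 (tested at about 20 µM)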. hit rate 0.13% among 97,000. AID 693, 2007; in the data active = inhibition above about 34%, passing the limit was not always enough
VCAM1 TNFa inh – inhibitors of TNFa-induced VCAM1 expression, primary screen, imaging, HUVEC, TNFa stimulus, immunofluorescence | HUVEC TNFa-induced VCAM-1 immunofluorescence, high-content imaging | inhibition, % at 2 µM | hit rate 0.48% among 95,000;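 active = inhibition above the batch mean plus 3 SD, with images confirmed as a hit by eye, cut at about 37% in these data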;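 note: 0% = TNF-stimulated DMSO wells and 100% = unstimulated control wells; not every result past the cut was called active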
Starred values were filed as active, the others as inactive; x = no result given. This is a random part of the collection. Share with any hit: about 3.4%.

#	Molecule	cytoskel mod	PLK1 inh	Ecoli WT expand	TNFa cytotox	DAT uptake mod
1	COc1cccc(N2CCN(c3ncnc4c3[nH]c3ccc(F)cc34)CC2C)c1 (stereo unspecified)	0	-1	-14	26	0.94
2	CCN(CC)C(=O)CSc1nc2ccc(NC(=O)CSc3nnc(N)s3)cc2s1	1	-12	4	-26	x
3	Cc1ccc2nc(SCC(=O)N3CCOCC3)[nH]c2c1	-48	-4	4	-9	0.26
4	Cc1ccc(NC(=S)NC(=O)c2ccc(-c3ccccc3)cc2)cc1	15	-5	x	-14	-0.47
5	COc1ccc(S(=O)(=O)N2CCCCCC2)cc1N(C)S(=O)(=O)c1ccc(Cl)cc1	0	-17	-2	7	-0.26
6	O=C(COC(=O)C1COc2ccccc2O1)NC(=O)NC1CCCC1 (stereo unspecified)	-20	-10	-4	-20	0.97
7	COc1ccccc1Cc1noc(COc2cccc(C)c2C)n1	11	-6	-4	-14	0.78
8	CCOC(=O)c1cc2ccc(OC)cc2oc1=O	6	-6	9	-7	-0.71
9	Cn1c(C(=O)N2CCCC2)cc2c(=O)n(C)c3ccccc3c21	0	-5	4	0	0.83
10	CCOC(=O)c1ccccc1NC(=O)c1nc2nccc(C)n2n1	x	-1	0	-37	0.36
11	CCn1nnnc1SCC(=O)N1CCCc2ccccc21	1	-8	x	-3	-0.21
12	Cc1ccc2nc(N3CCN(S(=O)(=O)c4ccc5c(c4)OCCO5)CC3)c(C#N)cc2c1	-22	-12	-8	9	0.03
13	CN1CCN(c2cc3c(c4c2[nH]c2ccccc24)C(=O)CC(C)(C)C3)CC1	9	9	22	1	-0.008
14	CC(=O)Nc1sc2c(c1C(c1ccccc1)N1CCOCC1)CCCC2 (stereo unspecified)	6	-30	-4	-1	-0.22
15	CCC(C)(C(=O)NC1CCCCC1)N(C)C(=O)c1ccc2c(c1)OCO2 (stereo unspecified)	-6	0	1	-12	0.13

#	IL1B cytotox	sEH inhibitor	PLK1 PBD inh	VCAM1 TNFa inh
1	24	-2	-1	52*
2	-22	9	-5	1
3	2	-9	-11	-14
4	-7	13	8	2
5	-4	-7	-20	-14
6	-5	-25	-9	4
7	-24	-3	1	21
8	-12	13	-6	1
9	-4	x	17	37
10	13	6	1	12
11	-10	-8	-2	-29
12	-22	-3	-21	10
13	9	-17	-14	-4
14	34	5	-2	14
15	-8	-8	3	16

More results:
#	Molecule	cytoskel mod	PLK1 inh	Ecoli WT expand	TNFa cytotox	DAT uptake mod
16	CCOC(=O)Nc1ccc2c(c1)nc(CN1CCN(C(C)=O)CC1)n2C	-1	-2	4	-3	-0.64
17	Cc1ccc(S(=O)(=O)c2c(C)nn(C(C)(C)C)c2OC(=O)c2ccco2)cc1	-1	8	7	-11	-0.014
18	CCOC(=O)c1c(C)n(C)c2ccc(OC(=O)c3ccoc3)cc12	-5	-5	-10	-2	1.7
19	CCOC(=O)Cn1nnc(-c2ccc(S(C)(=O)=O)cc2)n1	-4	-16	-3	5	0.52
20	Cc1nn(CC(=O)Nc2ccc3c(c2)nc(CN2CCCCC2)n3C)c(=O)c2ccccc12	-15	-10	2	-12	-1.1
21	CCOc1nc(Nc2ccc(OC)c(Cl)c2)nc(OCC)n1	-7	-9	-12	-12	-0.049
22	CC1(C)C(c2ccccc2)=[N+]([O-])CN1O	-13	-10	-3	9	-0.15
23	COc1ccccc1C1N(c2ccc(Cl)cc2)C(=O)C2CCCN21 (stereo unspecified)	-3	-8	11	-11	0.031
24	CCOC(=O)c1cn(CC(=O)Nc2ccc3c(c2)OCCO3)nn1	0	-10	5	15	-2.1
25	COc1cc(NS(=O)(=O)c2ccc(NC(=O)C34CC5CC(CC(C5)C3)C4)cc2)ncn1	-7	-4	-6	-8	-1.1
26	O=C(O)CSc1nnc(CNc2cccc(C(F)(F)F)c2)n1Cc1ccco1	-39	-7	-3	-31	0.14
27	C=C(C)Cn1c(Sc2nnc(C)s2)nc2c1c(=O)[nH]c(=O)n2C	8	5	-3	6	-0.13
28	CCOC(=O)Cn1c(=O)oc2cc(S(=O)(=O)Nc3cccc(C)c3)ccc21	10	0	3	0	-0.37
29	CCOC(=O)/C=C/C(=O)N1CCc2ccccc21	-14	-7	3	17	0.7
30	COc1ccc(N2C(=O)CC(N3CCC(O)(c4ccc(Cl)cc4)CC3)C2=O)cc1 (stereo unspecified)	-12	-7	-1	3	0.016

#	IL1B cytotox	sEH inhibitor	PLK1 PBD inh	VCAM1 TNFa inh
16	11	8	16	1
17	-17	-5	3	12
18	-4	x	11	6
19	-52	-13	-8	1
20	-33	-3	-7	13
21	-23	11	7	5
22	12	x	29	11
23	-22	10	-12	1
24	-18	8	15	4
25	-66	1	-8	7
26	-65	1	-10	27
27	8	-10	18	-1
28	-32	5	-19	4
29	15	-1	-6	32
30	25	-22	-3	24

A run of entries of the results above, as a working copy:
#	Molecule	cytoskel mod	PLK1 inh	Ecoli WT expand	TNFa cytotox	DAT uptake mod
16	CCOC(=O)Nc1ccc2c(c1)nc(CN1CCN(C(C)=O)CC1)n2C	-1	-2	4	-3	-0.64
17	Cc1ccc(S(=O)(=O)c2c(C)nn(C(C)(C)C)c2OC(=O)c2ccco2)cc1	-1	8	7	-11	-0.014
18	CCOC(=O)c1c(C)n(C)c2ccc(OC(=O)c3ccoc3)cc12	-5	-5	-10	-2	1.7
19	CCOC(=O)Cn1nnc(-c2ccc(S(C)(=O)=O)cc2)n1	-4	-16	-3	5	0.52
20	Cc1nn(CC(=O)Nc2ccc3c(c2)nc(CN2CCCCC2)n3C)c(=O)c2ccccc12	-15	-10	2	-12	-1.1

#	IL1B cytotox	sEH inhibitor	PLK1 PBD inh	VCAM1 TNFa inh
16	11	8	16	1
17	-17	-5	3	12
18	-4	x	11	6
19	-52	-13	-8	1
20	-33	-3	-7	13

(continued)
#	Molecule	cytoskel mod	PLK1 inh	Ecoli WT expand	TNFa cytotox	DAT uptake mod
31	CC(C)c1nc(SCC(=O)Nc2ccc3c(c2)OCO3)n[nH]1	-3	-9	7	15	-0.072
32	O=C(Nc1ccc(Br)cc1)C1CC=CCC1C(=O)OCC1CCCO1 (stereo unspecified)	3	-9	-3	-3	-0.15
33	COc1ccc2c(c1)C(=O)CC(c1ccccc1F)O2 (stereo unspecified)	-2	-8	2	-26	x
34	CC1C(=NO)C(C)C(c2ccc(N(C)C)cc2)NC1c1ccc(N(C)C)cc1 (stereo unspecified)	-4	1	2	-16	x
35	Cc1occc1C(=O)NCCc1ccc(Cl)cc1	-8	-11	4	4	0.95
36	Cc1ccc(CNC(=O)c2cnc(-c3ccccn3)nc2C(F)(F)F)cc1	-9	-11	-7	4	0.69
37	Cc1cc(C(F)(F)F)nn1CC(=O)Nc1cccnc1	-20	-15	17	12	x
38	Fc1cccc(-c2oncc2-c2nnnn2-c2ccc(Cl)cc2)c1	6	-5	x	-9	1.7
39	COCc1[nH]nc2c1C(c1ccc(OC)cc1)C(C#N)=C(N)O2 (stereo unspecified)	-28	-5	-1	-13	-0.87
40	Cc1cccc(N2CCN(C(=O)CCc3nc4ccccc4[nH]3)CC2C)c1 (stereo unspecified)	-2	-4	9	-26	0.19
41	S=C(NCc1ccco1)N1CCN(C(c2ccccc2)c2ccccc2)CC1	-14	-5	-22	-9	-0.0029
42	Cc1cccc(C)c1NC(=O)CCCSc1nnc(-c2ccco2)o1	x	-3	3	x	0.021
43	C=CCSc1nsc(N)n1	-14	-14	6	2	-0.55
44	O=C(CCNS(=O)(=O)c1cccc2nsnc12)Nc1ccc2c(c1)OCCO2	-9	5	23	-10	-0.59
45	Cc1ccc(C2=CC(c3ccc(N(C)C)cc3)n3nnnc3N2)cc1 (stereo unspecified)	3	-11	-7	-28	x

#	IL1B cytotox	sEH inhibitor	PLK1 PBD inh	VCAM1 TNFa inh
31	20	-4	17	8
32	-8	33	-6	14
33	-37	5	-37	-9
34	-5	10	-9	-6
35	3	0	-6	21
36	-9	6	-10	-9
37	20	-11	3	-16
38	-15	-11	21	-12
39	-4	10	-9	5
40	-13	-4	14	2
41	-8	3	-23	2
42	-37	6	-13	x
43	-37	7	-2	1
44	-22	19	-14	2
45	-6	-16	-30	1

(next part)
#	Molecule	cytoskel mod	PLK1 inh	Ecoli WT expand	TNFa cytotox	DAT uptake mod
46	CCc1cccc(CC)c1NC(=O)C1CC(=O)N(c2ccc3c(c2)OCCO3)C1 (stereo unspecified)	17	-14	-6	-4	0.051
47	CCOc1cccc(OCCCNCCCOC)c1	-4	-2	0	-31	-0.82
48	CCOCc1nnc(NC(=O)CCc2ccccc2)s1	-4	-8	-7	x	-0.3
49	Oc1c(C=NCc2ccncc2)sc2ccccc12	10	-7	-3	-8	0.26
50	Cc1oc(-c2ccccc2F)nc1CS(=O)(=O)CC(=O)N1CCCCCC1	-2	-23	3	5	0.0016
51	Cc1ccc(Nc2nc(N)nc(CN3CCN(c4ccccc4F)CC3)n2)cc1	-18	4	2	-1	0.98
52	O=C(CCCCCn1c(=S)[nH]c2cc3c(cc2c1=O)OCO3)N1CCN(C2CCCCC2)CC1	-20	-2	-8	-45	-0.31
53	COc1ccc(-c2ccnc3nc(N4CCOCC4)nn23)cc1	-35	-22	0	1	-0.0033
54	CCN1C(=Nc2ccc(Cl)cc2)SC/C1=C\C(=O)OC	24	-10	-3	6	-0.15
55	CS(=O)(=O)N(CC(=O)Nc1ccccc1Sc1ccccc1)C1CCCCC1	12	-6	-20	-22	-1.5
56	COc1ccc(CCNC(=O)C2CCN(Cc3nc(-c4ccccc4C)oc3C)CC2)cc1OC	-38	-10	11	18	-0.65
57	CCC(=O)Nc1ccccc1C(=O)N1CCCC1	x	0	-7	-21	0.069
58	CCOc1ccc(NC(=O)C(C)SC(N)=O)cc1 (stereo unspecified)	-7	-1	2	-14	-0.15
59	Nc1nc(NCc2ccccc2)nc(Nc2cccc(F)c2)c1[N+](=O)[O-]	6	10	-6	-10	0.034
60	CC(=O)c1c(C)[nH]c(C(=O)CSc2nc3ccc(C)cc3[nH]2)c1C	4	-2	-9	-3	1.3
61	COCC(C)n1c(-c2ccc3c(c2)NC(=O)CO3)csc1=Nc1ccc(OC(F)F)cc1 (stereo unspecified)	-14	-5	-5	2	-0.69
62	COc1ccc(OC)c(NC(=O)CSc2nnc(Cc3cccn3C)n2CCc2ccccc2)c1	2	-14	-2	-4	3*
63	CCOc1ccccc1NS(=O)(=O)c1ccc(Br)s1	0	-5	1	34	-0.15

#	IL1B cytotox	sEH inhibitor	PLK1 PBD inh	VCAM1 TNFa inh
46	-2	0	-16	9
47	-12	3	-3	-1
48	7	-20	11	1
49	-46	28	-18	25
50	-35	1	23	-4
51	35	0	-13	13
52	6	-1	-6	-23
53	22	8	6	-10
54	-5	-4	10	-5
55	-4	4	-28	-13
56	34	36	11	-10
57	-8	8	1	-1
58	-34	-14	-33	-30
59	-22	-6	11	3
60	9	6	-6	6
61	-7	2	-10	-26
62	-19	x	-13	1
63	4	4	-13	5
